MCF10A rerep: A quantitative high throughput screen for small molecules that induce DNA re-replication in MCF 10a normal breast cells. MCF 10A DNA re-replication, Hoechst nuclear intensity, 48 h. actives 2.9% (n = 350,000). Potency, µM (doses to about 46.1 µM), without a hit: top-dose activity, positive = re-replication, most hits filed as activators; also: % of control where 0% means no effect; nearly all actives have a fitted effect of over 50% in size
ATXN2 expr inh: Primary qHTS for Inhibitors of ATXN expression; HEK-293 ATXN2-luciferase reporter, luminescence, 24 h; Potency, µM (doses to about 57 µM), without a hit: at the highest dose activity change, negative = inhibition, most hits filed as inhibitors; actives 0.72% (n = 360,000); AID 1745845, 2022; also: % is scaled to controls: 0 for no effect and ±100 for the full control effect; nearly all actives have a fitted effect of over 55% in size
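qHTS (up to 57 uM final) was run with 24 h compound exposure of reporter cells at 37 °C. Each well was multiplexed: SteadyGlo luminescence measured ATXN2-luciferase expression after a fluorogenic Gly-Phe-AFC viability readout (25 uM final).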
A549 viability: Nrf2 qHTS screen for inhibitors: counterscreen for cytotoxicity; A549 ARE-Fluc cells, CellTiter-Fluor viability, 18-24 h; Potency, µM (top dose mostly 46 µM), for inactives: at the highest dose activity change, negative = cytotoxicity, hits mostly inhibitors; actives 0.16% (n = 390,000); AID 504648, 2011; also: % is scaled to controls: 0 for no effect and ±100 for the full control effect
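A549 ARE-Fluc cells in 5% FBS OPTI-MEM, 5000 cells/well, rested 2 h then exposed to compounds in concentration-response for 18-24 h at 37 °C. Viability by CellTiter-Fluor fluorescence (Ex 405/Em 525) after 30 min; luciferase luminescence (BugLite, 15 min, RT) read afterwards.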
TGFb inhibitor: qHTS for Inhibitors of TGF-b. HepG2 CAGA-GFP TGF-b/SMAD3 reporter, GFP fluorescence, 18 h; TGF-beta stimulated, 500 pg/mL final. Potency, µM (top dose mostly 46.1 µM), for the others: top-dose activity, negative = inhibition, actives largely listed as inhibitors. actives 1.2% (n = 410,000). AID 588855, 2011; also: % is scaled to controls: 0 for no effect and ±100 for the full control effect; nearly all actives have a fitted effect of over 65% in size
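HEPG2 CAGA-GFP, 1000 cells/well; 2 h settle, 37 C; cpd via pin tool; TGF-b 500 pg/mL final; 18 h, 37 C; GFP imaging ex488/em500-530; %Activity normalised to -TGF-b and +DMSO controls; CRC fit, curve class.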
S2 tox: Viability Counterscreen for Primary qHTS for Inhibitors of ATXN expression; S2 cells (HEK-293 line with an ATXN2-luciferase reporter) viability, CellTiter-Fluor protease fluorescence, 24 h; Potency, µM (titrated, usually from 56.7 µM), usual class: cytotoxic; actives 0.49% (n = 400,000); AID 651635, 2014; also: nearly all actives have a fitted effect of over 40% in size
Nrf2 block: Nrf2 qHTS screen for inhibitors. A549 ARE-Fluc reporter, luciferase luminescence, 18-24 h. Potency, µM (top dose mostly 46 µM), for inactives: at the highest dose activity change, negative = inhibition, actives largely listed as inhibitors. actives 2.1% (n = 360,000); also: % is scaled to controls: 0 for no effect and ±100 for the full control effect; nearly all actives have a fitted effect of over 60% in size
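Reporter: ARE-Fluc in A549. Exposure: 18-24 h, 37 °C, 5% CO2, 5% FBS OPTI-MEM. Readouts: fluorescent cytotoxicity (CellTiter-Fluor), then luminescent Nrf2 signal after BugLite.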
HepG2 tox: qHTS for Inhibitors of TGF-b: Cytotox Counterscreen; HepG2 CAGA-GFP viability, ATP luminescence, 18 h; Potency, µM (doses to about 46.1 µM), inactives show top-dose activity change, negative = cytotoxicity, hits mostly cytotoxic; actives 0.76% (n = 410,000); AID 588856, 2011; also: some results filed as inactive show a strong effect at the top dose
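CellTiter-Glo luminescence gave cytotoxicity after 18 hours at 37 degrees C. The cells were HepG2 CAGA-GFP in 1% FBS DMEM, stimulated with 500 pg/mL TGF-beta after compound addition. %Activity was normalised to no-cell wells (complete cell-killing) and DMSO (no toxicity), and curves were fitted and classified.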
EPAC2 antag: qHTS for Antagonist of cAMP-regulated guanine nucleotide exchange factor 2 (EPAC2): primary screen. actives 0.18% (n = 360,000). Rap guanine nucleotide exchange factor 4 (Homo sapiens), Q8WZA2. EPAC2 GEF exchange of Rap1B-BODIPY-GDP, fluorescence. Potency, µM (titrated, usually from 114 µM), for inactives: at the highest dose activity, negative = inhibition, usual class: inhibitors; also: % is scaled to controls: 0 for no effect and ±100 for the full control effect; nearly all actives have a fitted effect of over 45% in size; many of its hits are not listed in these tables
Target sequence (Q8WZA2 whole entry, looked up): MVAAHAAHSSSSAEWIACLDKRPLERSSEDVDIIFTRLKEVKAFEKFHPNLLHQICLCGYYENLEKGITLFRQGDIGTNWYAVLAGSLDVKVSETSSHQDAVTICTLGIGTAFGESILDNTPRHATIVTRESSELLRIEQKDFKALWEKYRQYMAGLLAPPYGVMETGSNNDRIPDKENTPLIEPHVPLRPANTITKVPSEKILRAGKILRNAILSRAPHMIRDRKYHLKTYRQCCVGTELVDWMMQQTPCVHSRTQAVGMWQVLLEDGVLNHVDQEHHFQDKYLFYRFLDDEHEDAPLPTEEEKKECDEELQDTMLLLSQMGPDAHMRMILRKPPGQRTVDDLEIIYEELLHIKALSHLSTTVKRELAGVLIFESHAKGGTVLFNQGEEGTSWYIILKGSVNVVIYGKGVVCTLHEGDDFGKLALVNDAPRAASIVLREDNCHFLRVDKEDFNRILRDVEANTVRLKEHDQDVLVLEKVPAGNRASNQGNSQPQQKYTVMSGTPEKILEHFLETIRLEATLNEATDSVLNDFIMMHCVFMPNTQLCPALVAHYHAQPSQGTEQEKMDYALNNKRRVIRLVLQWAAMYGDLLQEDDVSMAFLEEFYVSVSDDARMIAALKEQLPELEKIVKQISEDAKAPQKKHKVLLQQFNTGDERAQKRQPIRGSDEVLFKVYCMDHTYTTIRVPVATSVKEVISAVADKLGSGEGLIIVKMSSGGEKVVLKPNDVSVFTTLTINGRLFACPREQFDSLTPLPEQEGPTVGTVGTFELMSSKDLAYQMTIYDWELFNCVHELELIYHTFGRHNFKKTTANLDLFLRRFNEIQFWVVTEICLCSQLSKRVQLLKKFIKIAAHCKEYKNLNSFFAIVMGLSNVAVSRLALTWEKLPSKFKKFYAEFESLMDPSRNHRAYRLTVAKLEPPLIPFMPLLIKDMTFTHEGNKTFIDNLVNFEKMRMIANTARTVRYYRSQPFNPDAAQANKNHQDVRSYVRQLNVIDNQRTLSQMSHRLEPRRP
Nrf2 activator: qHTS of Nrf2 Activators | actives 0.31% (n = 410,000) | AREc32 ARE-luciferase reporter (MCF7-derived line), luminescence, 24 h | Potency, µM (highest dose often 46.1 µM), without a hit: at the highest dose activation, usual class: activators; also: % of control where 0% means no effect; nearly all actives have a fitted effect of over 65% in size
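Nrf2 activation is followed as ARE-luciferase induction in the AREc32 line after one day of compound treatment; luminescence is read with Steady-Glo.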
* marks the source's active call; other numbers are inactive results; i = inactive; ? = inconclusive; . = no result given; & = joins results of further samples; [ ] = another dose, or the depositor's remark. Calls follow the shape of the dose curve; as a rule, active = well fitted curve in the direction sought with a large enough effect; inconclusive = small, poorly fitted or top-dose-only effect, or another doubt; inactive = no such curve, though single readings can be large; an effect the other way counts as inactive or inconclusive. Potency is read from the fitted curve at half-maximal effect.

The opening 4 records as a preview:
SMILES	MCF10A rerep	ATXN2 expr inh	A549 viability	TGFb inhibitor	S2 tox	Nrf2 block	HepG2 tox	EPAC2 antag	Nrf2 activator
CCC(C(=O)NC1CC1)n1nc(C)c2c(C)n(-c3ccc(C)cc3)nc2c1=O (stereo not drawn)	12.7%	-15.9%	-7.8%	0.2%	i	16.4µM*	-6.7%	1.9%	2.6%
Cc1occc1-c1nnc(SCC(=O)N2CCN(c3ccc(F)cc3)CC2)n1C	9.7%	-17.7%	-13.9%	-21.2%	i	?	-1.0%	-3.6%	-0.7%
CCCS(=O)(=O)C(=C(Nc1ccc(OC)cc1)Nc1ccc(OC)cc1)S(=O)(=O)CCC	1.7%	5.3%	-4.9%	17.9%	i	-4.8%	8.9%	-2.0%	-0.6%
Cc1ccc(Nc2nc3nonc3nc2Nc2cccc(C(F)(F)F)c2)cc1Cl	.	.	7.31µM*	?	.	3.26µM*	-50.7%	.	-1.6%

All compounds of this part, from the start:
SMILES	MCF10A rerep	ATXN2 expr inh	A549 viability	TGFb inhibitor	S2 tox	Nrf2 block	HepG2 tox	EPAC2 antag	Nrf2 activator
CCC(C(=O)NC1CC1)n1nc(C)c2c(C)n(-c3ccc(C)cc3)nc2c1=O (stereo not drawn)	12.7%	-15.9%	-7.8%	0.2%	i	16.4µM*	-6.7%	1.9%	2.6%
Cc1occc1-c1nnc(SCC(=O)N2CCN(c3ccc(F)cc3)CC2)n1C	9.7%	-17.7%	-13.9%	-21.2%	i	?	-1.0%	-3.6%	-0.7%
CCCS(=O)(=O)C(=C(Nc1ccc(OC)cc1)Nc1ccc(OC)cc1)S(=O)(=O)CCC	1.7%	5.3%	-4.9%	17.9%	i	-4.8%	8.9%	-2.0%	-0.6%
Cc1ccc(Nc2nc3nonc3nc2Nc2cccc(C(F)(F)F)c2)cc1Cl	.	.	7.31µM*	?	.	3.26µM*	-50.7%	.	-1.6%
O=C(Cn1c(=O)nc(-c2ccccc2)c2ccccc21)Nc1ccc(Cl)cc1F	.	7.2%	-6.6%	-13.4%	i	-4.9%	-1.0%	.	-1.1%
Cc1ccc(CN(C(=O)c2ccccc2[N+](=O)[O-])C2CCS(=O)(=O)C2)o1 (stereo not drawn)	-3.5%	-4.9%	-5.6%	1.9%	i	3.6%	-9.8%	6.0%	-0.4%
COc1ccc(N2C(=O)CC(C)(C)CC2=O)cc1OC	-0.1%	6.0%	-5.1%	15.1%	i	6.5%	8.0%	9.2%	-0.1%
CC(C)C(=O)Nc1cc(C(F)(F)F)ccc1-n1ccnc1	-13.3%	-17.9%	3.0%	4.4%	i	1.2%	-6.4%	0.7%	-0.8%
Cn1c(/C(C#N)=C(\O)c2cccc(F)c2)nc2ccccc21	19.8%	4.7%	-2.6%	21.3%	i	-8.3%	-25.3%	-1.1%	?
O=C(CN1C(=O)NC2(CCOc3ccccc32)C1=O)NCCc1ccc(F)cc1 (stereo not drawn)	1.0%	12.5%	-1.7%	13.7%	i	0.7%	-2.5%	3.1%	-0.3%
CCOC(=O)C1=C(c2ccccc2)NC(SCC(=O)Nc2ccccc2C)=C(C#N)C1c1ccco1 (stereo not drawn)	5.4%	-7.1%	.	-27.9%	i	?	-5.4%	-3.4%	0.5%
C=CCNC(=O)C(=O)c1c(-c2ccccc2)[nH]c2ccccc12	1.0%	-3.2%	-13.6%	-1.6%	i	-8.4%	13.8%	4.8%	-0.8%
COc1ccc(C2(C#N)CCC(=O)N2c2ccccc2)cc1 (stereo not drawn)	0.6%	0.1%	0.6%	9.8%	i	0.2%	-9.0%	-16.7%	-0.8%
CC(OC(=O)[C@H](C)N=C1NS(=O)(=O)c2ccccc21)C(=O)Nc1ccc(F)c(F)c1F (stereo partly drawn)	.	.	.	1.5%	i	.	-8.5%	7.5%	0.0%
COc1ccccc1CNC(=O)C1CCN(Cc2cc3ccccc3n2Cc2cccc(C)c2)CC1	.	11.5%	-11.9%	0.1%	i	.	-31.7%	.	3.7%
COc1ccc(C(=O)NC2CCN(C(=O)Nc3ccccc3Cl)CC2)cc1	9.5%	-5.4%	-0.8%	-2.3%	i	-7.1%	-0.6%	11.2%	-0.3%
COc1ccccc1/C=C/C1C(C(=O)OCC(C)C)=C(C)N=C2SCCC(=O)N21 (stereo not drawn)	?	-13.0%	-12.2%	-8.4%	i	-8.3%	8.7%	-23.3%	2.7%
CCOC(=O)C1=C(C)c2ccccc2N(S(=O)(=O)C(F)(F)F)C1C(=O)OCC (stereo not drawn)	-2.6%	4.4%	-2.9%	-43.0%	i	5.5%	-18.8%	?	-0.5%
CCN1CCN(S(=O)(=O)c2ccc(F)c(C(=O)Nc3c(F)cc(F)cc3Br)c2)CC1	12.2%	1.1%	2.5%	-16.3%	i	-9.1%	-4.5%	-0.1%	-0.4%
CCN(CC)CCNC(=O)CSc1nc2nc(C)c(Cc3ccccc3)c(C)n2n1	.	0.7%	0.2%	0.4%	i	-1.9%[9.27 µM]	-4.1%	.	0.3%
O=C(CC1C(=O)NCCN1C(=O)c1ccc([N+](=O)[O-])cc1)Nc1ccc(F)cc1 (stereo not drawn)	0.1%	2.7%	2.1%	2.8%	i	4.6%	-1.3%	9.9%	-0.3%
COC(=O)Cn1nnc2c(cnn2-c2ccccc2)c1=O	0.6%	19.4%	3.8%	0.0%	i	?	-26.7%	-25.0%	2.9%
O=C(CSc1ccc(-c2ccccn2)nn1)Nc1ccc(F)cc1F	2.9%	-23.1%	3.0%&4.4%	1.0%&-0.8%	i	?	-2.2%&0.3%	4.6%	-0.6%&0.8%
CCCN1CCN(C(=O)c2oc3c(Cl)cccc3c2C)CC1	22.2%	-8.8%	0.5%	-21.2%	i	3.3%	-27.2%	7.5%	3.0%
N#Cc1cccc(NC(=O)CN2CCCCCC2)c1	-5.2%	2.3%	0.5%	-11.5%	i	2.1%	-11.4%	2.7%	0.0%
CC(=O)Nc1ccc(S(=O)(=O)N2CCC(C(=O)NCCC(=O)Nc3ccccc3)CC2)cc1	-2.4%	-1.9%	-13.1%	3.5%	i	24.5%	7.0%	7.2%	-0.8%
CC(C)N(CCCNC(=O)c1nn(C)c2c1CS(=O)(=O)c1ccccc1-2)Cc1ccccc1	1.8%	-12.0%	-8.3%	-0.4%	i	12.4%	-16.7%	14.4%	-0.6%
CC(C)(C)c1ccccc1NC(=O)Nc1nc(C(N)c2ccccc2Cl)cs1 (stereo not drawn)	.	-23.9%	.	?	?	.	-39.9%	-14.2%	0.4%
NC(=O)C1=C(N)c2ccccc2C1c1ccccc1 (stereo not drawn)	-0.5%	-0.3%	10.1%	-12.2%	?	8.1%	-3.6%	11.0%	-0.5%
CC(c1ccccc1)N(C)CC(=O)NC(=O)NCCC1=CCCCC1 (stereo not drawn)	1.9%	.	3.0%	-6.5%	i	?	-14.4%	-24.3%	0.2%
C/C(=N\NC(=S)NC(C)C)c1ccc(C(C)(C)C)cc1	?	-4.6%	12.8%	1.6%	i	1.8%	0.2%	-22.5%	4.6%
O=C(CCn1nc(-c2ccc(Cl)cc2)ccc1=O)NCCCN1CCCCCC1	0.7%	-1.8%	-1.8%	11.2%	i	-4.2%	-3.0%	-0.5%	0.3%
Cc1cc(NC(=O)c2ccco2)sc1C	3.3%	24.6%	0.7%	3.7%	i	?	-32.2%	-0.4%	?
C/C(=N/NC(=O)C1COc2ccccc2O1)c1ccc(Br)s1 (stereo not drawn)	2.0%	-23.0%	3.6%	2.0%	i	2.7%	4.6%	1.3%	0.7%
COc1ccc(CCNS(=O)(=O)c2ccc(-n3cnnn3)cc2)cc1OC	-22.2%	16.0%	-0.1%	9.1%	i	-10.4%	-0.7%	11.9%	-1.3%
CC1=C(C(=O)Nc2ccccc2)C(c2ccncc2)C(C#N)=C(SCC(=O)NC2CC2)N1 (stereo not drawn)	-6.2%	6.3%	-13.1%	22.6%	i	-3.3%	-5.3%	10.8%	-0.6%
Cc1ccc(C(=O)c2ccc(N3CCN(C)CC3)c([N+](=O)[O-])c2)cc1	?	7.1%	10.4%	0.0%	i	-7.3%	-17.2%	3.9%	3.4%
CN(C)C(=O)CSc1nc(SCC(=O)N(C)C)n(-c2ccccc2)n1	3.5%	3.9%	-1.1%	0.6%	i	-1.3%	-36.4%	-0.6%	-0.1%
COc1ccc(Cn2nnnc2C(c2ccc3ncccc3c2)N2CCN(C3CCCCC3)CC2)cc1 (stereo not drawn)	?	-8.8%	-1.9%	-8.6%	?	-21.7%	-18.2%	-5.5%	0.0%
COc1cc(CCC(=O)OCC(=O)Nc2nc(C)c(Cl)cc2Cl)cc(OC)c1OC	-3.3%	6.0%	0.0%	-1.6%	i	-12.6%	1.2%	2.6%	-0.5%
CCOc1ccc(CN(C)C(=O)CCN2C(=O)c3ccccc3C2=O)cc1OC	0.8%	0.7%	-18.9%	25.8%	i	-14.6%	7.7%	0.2%	-0.1%
CCOC(=O)c1cnc(Cc2ccccc2)[nH]c1=O	-3.3%	4.6%	2.2%	-14.1%	i	13.1%	4.7%	1.7%	-1.4%
O=C1CCC(=O)c2oc3ccccc3c2N1	-2.3%	-11.6%	1.9%	-23.4%	i	-2.6%	-8.4%	-12.5%	-0.4%
COc1ccc(N(CC(O)Cn2c(C)nc3ccccc32)S(=O)(=O)c2ccc(C)cc2)cc1 (stereo not drawn)	1.9%	-4.1%	6.4%	?	i	8.3%	-3.3%	-2.2%	-0.6%
Cc1ccc(C)n1CCN1CCN(C(=O)CSc2nc3ccccc3nc2N2CCOCC2)CC1	?	1.8%	-2.5%	0.3%	i	20.3%	-8.8%	-2.0%	0.6%
O=C(NCCC1=CCCCC1)C(=O)NCC(c1ccco1)N1CCN(c2ccc(F)cc2)CC1 (stereo not drawn)	9.3%	-34.6%	-8.7%	2.6%	?	-18.6%	17.3%	-0.3%	-0.1%

Screens: PubChem, National Center for Advancing Translational Sciences (NCATS)

Some of the compounds tested, so the mix of outcomes need not match the whole.
